Compound activity as filed in PubChem.
TcdB inh = TcdB glycohydrolase inhibition; TcdB glycohydrolase enzymatic assay, plate reader; P18177; hit rate 0.24% among 350,000; inhibition, % at 9.99 µM; in the data active = inhibition above about 10%
An asterisk follows results filed as active.

Compound	TcdB inh
CC=Cc1ccc2n(c1=O)C[C@@H]1[C@@H](CO)[C@H](C(=O)NC3Cc4ccccc4C3)N(CC)[C@H]21 (mixture of isomers)	-9.7
C[C@@H]1CN([C@@H](C)CO)S(=O)(=O)c2ccc(C#CC3(O)CCCC3)cc2O[C@H]1CN(C)C(=O)Cc1cccnc1	1.4
C[C@H]1CN([C@@H](C)CO)C(=O)c2cc(/C=C/c3ccccc3)cnc2O[C@@H]1CN(C)S(C)(=O)=O	-1.8
C[C@@H]1CN([C@H](C)CO)C(=O)c2cccc(NC(=O)C3CC3)c2O[C@@H]1CN(C)C(=O)Nc1ccc(F)cc1	0.8
Cc1noc(C)c1S(=O)(=O)Nc1ccc2c(c1)C(=O)N([C@H](C)CO)C[C@H](C)[C@@H](CN(C)CC1CCCCC1)OCCCC[C@H](C)O2	-1.0
C[C@H](CO)N1C[C@H](C)[C@@H](CN(C)C(=O)Nc2ccc3c(c2)OCO3)Oc2ccc(NS(C)(=O)=O)cc2CC1=O	-4.0
COc1ccc(NC(=O)N(C)C[C@@H]2Oc3ncc(C#C[C@@H](C)O)cc3C(=O)N([C@H](C)CO)C[C@H]2C)cc1	-1.4
O=C(C1CCOCC1)N1CC(=O)N2[C@@H](CO)[C@@H](c3ccc(-c4cccnc4)cc3)[C@@H]2C1	-0.5
CCNC(=O)C[C@@H]1CC[C@@H]2[C@H](COC[C@H](O)CN2S(=O)(=O)c2ccc(Oc3ccccc3)cc2)O1	-0.2
Cc1ccc(S(=O)(=O)Nc2ccc3c(c2)C(=O)N([C@@H](C)CO)C[C@@H](C)[C@@H](CN(C)C(=O)Nc2ccccc2)OCCCC[C@@H](C)O3)cc1	-0.8

Next section
Compound	TcdB inh
CN1C(=O)c2cc(NC(=O)Cc3cccs3)ccc2OC[C@@H]2O[C@@H](CC(=O)N[C@@H]3CCN(Cc4ccccc4)C3)CC[C@H]21	1.2
Cc1noc(C)c1NC(=O)N[C@H]1CC[C@@H](CCNC(=O)C2CCCCC2)O[C@@H]1CO	0.8
Cc1ccc(S(=O)(=O)N2C[C@@H](O)COC[C@@H]3O[C@H](CC(=O)NCC4CCCCC4)CC[C@H]32)cc1	-0.8
Fc1cccc(-c2ccc(C3[C@H]4CNC[C@@H]3N4Cc3cccnc3)cc2)c1 (some centres undefined)	-0.7
CN(C)C(=O)c1cccc(-c2ccc([C@@H]3[C@H](CO)N4CCCCN(C(=O)C5CCC5)C[C@@H]34)cc2)c1	0.4
O=C(Cn1cc(CN2C(=O)COC[C@H]2c2ccccc2)nn1)Nc1nccs1	1.2
COc1ccc(-c2cnc3c(c2)C(=O)N([C@@H](C)CO)C[C@@H](C)[C@H](CN(C)C)O3)cc1	-3.5
O=C(C[C@H]1C[C@H]2c3cc(NC(=O)Cc4ccncc4)ccc3O[C@H]2[C@@H](CO)O1)NCc1ccc2c(c1)OCO2	-0.3
O=C(NCC1CC1)[C@H]1[C@H](CO)[C@H]2Cn3c(ccc(C4=CCCC4)c3=O)[C@H]2N1Cc1ccccc1F	-0.2
CO[C@@H]1CN(C)C(=O)c2cc(NC(=O)Nc3ccccc3)ccc2OC[C@H](C)N(C(C)=O)C[C@H]1C	-1.0

For reference, 6 of the compounds above.
Compound	TcdB inh
C[C@@H]1CN([C@H](C)CO)C(=O)c2cccc(NC(=O)C3CC3)c2O[C@@H]1CN(C)C(=O)Nc1ccc(F)cc1	0.8
Cc1noc(C)c1S(=O)(=O)Nc1ccc2c(c1)C(=O)N([C@H](C)CO)C[C@H](C)[C@@H](CN(C)CC1CCCCC1)OCCCC[C@H](C)O2	-1.0
C[C@H](CO)N1C[C@H](C)[C@@H](CN(C)C(=O)Nc2ccc3c(c2)OCO3)Oc2ccc(NS(C)(=O)=O)cc2CC1=O	-4.0
COc1ccc(NC(=O)N(C)C[C@@H]2Oc3ncc(C#C[C@@H](C)O)cc3C(=O)N([C@H](C)CO)C[C@H]2C)cc1	-1.4
O=C(C1CCOCC1)N1CC(=O)N2[C@@H](CO)[C@@H](c3ccc(-c4cccnc4)cc3)[C@@H]2C1	-0.5
CCNC(=O)C[C@@H]1CC[C@@H]2[C@H](COC[C@H](O)CN2S(=O)(=O)c2ccc(Oc3ccccc3)cc2)O1	-0.2

Later entries
Compound	TcdB inh
CO[C@@H](CN(C)S(=O)(=O)c1cn(C)cn1)[C@@H](C)CN(C(=O)Nc1ccc(F)cc1)[C@@H](C)CO	-0.7
COc1ccc(S(=O)(=O)N(C)C[C@@H]2Oc3c(NS(=O)(=O)c4c(C)noc4C)cccc3C(=O)N([C@@H](C)CO)C[C@@H]2C)cc1	-1.1
CCCC(=O)Nc1ccc2c(c1)OC[C@@H](C)N(CCC)C[C@@H](C)[C@@H](OC)CN(C)C2=O	-1.1
C[C@@H]1CN([C@H](C)CO)C(=O)Cc2cc(NC(=O)C3CCCCC3)ccc2O[C@@H]1CN(C)S(C)(=O)=O	0.0
Cc1ccc(S(=O)(=O)N(C)C[C@H]2OCCCC[C@H](C)Oc3ccc(NC(=O)Nc4ccc(C(F)(F)F)cc4)cc3C(=O)N([C@@H](C)CO)C[C@H]2C)cc1	-0.4
Cc1noc(C)c1NC(=O)Nc1ccc2c(c1)C(=O)N([C@H](C)CO)C[C@H](C)[C@@H](CN(C)C(=O)NC1CCCCC1)OCCCC[C@@H](C)O2	-2.6
CCC(=O)Nc1ccc2c(c1)C(=O)N(C)C[C@H](OC)[C@@H](C)CN(CC1CCCCC1)[C@@H](C)CO2	0.5
CCCNC(=O)N1[C@H](C#N)[C@@H](c2ccccc2C2=CCCC2)[C@@H]1CO	-0.6
O=C(NC1CCCC1)[C@H]1[C@H](CO)[C@H]2Cn3c(ccc(-c4cccnc4)c3=O)[C@@H]1N2CCc1ccccc1	0.6
O=C(C[C@@H]1C[C@H]2c3cc(NC(=O)CC4CC4)ccc3O[C@H]2[C@@H](CO)O1)NCc1cccc(F)c1	-0.8

Carrying on.
Compound	TcdB inh
C[C@@H]1CN([C@@H](C)CO)C(=O)Cc2cc(NS(C)(=O)=O)ccc2O[C@@H]1CN(C)Cc1ccccc1	0.9
O=C(C[C@H]1CC[C@H]2[C@@H](COC[C@H](O)CN2C(=O)c2ccccc2F)O1)N1CCN(c2ccccc2)CC1	-2.3
C[C@@H]1CN([C@@H](C)CO)C(=O)c2ccccc2-c2ccccc2CO[C@@H]1CN(C)S(=O)(=O)c1ccccc1C#N	0.0
CCCN1[C@@H]2Cn3c(ccc(-c4cccc(F)c4)c3=O)[C@H]1[C@@H](C(=O)NCC)[C@@H]2CO	0.2
CO[C@@H]1CN(C)C(=O)c2cc(NC(=O)Nc3cc(F)ccc3F)ccc2OC[C@@H](C)N(C(=O)c2cnccn2)C[C@H]1C	-0.3
COc1ccccc1-c1ccc2c(c1)O[C@@H](CN(C)Cc1ccc3c(c1)OCO3)[C@@H](C)CN([C@H](C)CO)S2(=O)=O	-0.1
C[C@@H]1CCCCO[C@H](CN(C)C(=O)Nc2cccc3ccccc23)[C@H](C)CN([C@@H](C)CO)C(=O)c2cc(NS(=O)(=O)c3ccc(F)cc3)ccc2O1	0.2
COc1ccccc1C#Cc1ccc2c(c1)O[C@H](CN(C)C(C)=O)[C@H](C)CN([C@H](C)CO)S2(=O)=O	0.2
C[C@H]1CN([C@@H](C)CO)C(=O)c2cc(NC(=O)CCC(F)(F)F)ccc2O[C@H]1CN(C)S(C)(=O)=O	1.1
CCCN1[C@@H]2c3ccc(C4=CCCCC4)c(=O)n3C[C@H]1[C@H](CO)[C@H]2C(=O)N1CCc2ccccc2C1	-1.0

The listing continues.
| smiles | TcdB inh |
| --- | --- |
| CC(C)NC(=O)N[C@H]1CC[C@@H](CCNC(=O)C2CCC2)O[C@@H]1CO | -0.2 |
| N#Cc1ccc(-c2ccc([C@H]3[C@H]4CN(C(=O)C5CCCCC5)CC(=O)N4[C@H]3CO)cc2)cc1 | 1.5 |
| C[C@H]1CN([C@@H](C)CO)C(=O)c2cc(NC(=O)CCN3CCOCC3)ccc2O[C@H]1CN(C)Cc1ccccc1 | -1.0 |
| COc1ccc(NC(=O)Nc2ccc3c(c2)C(=O)N([C@@H](C)CO)C[C@H](C)[C@H](CN(C)C(=O)NC(C)C)OCCCC[C@@H](C)O3)cc1 | 0.6 |
| C[C@H](CO)N1C[C@H](C)[C@H](CN(C)C(=O)Nc2cccc3ccccc23)Oc2c(NS(=O)(=O)c3cccs3)cccc2C1=O | 0.0 |
| CC(C)NC(=O)N[C@@H]1CC[C@@H](CC(=O)NCCCN(C)C)O[C@@H]1CO | -0.6 |
| COc1ccc(NC(=O)Nc2ccc3c(c2)C(=O)N([C@@H](C)CO)C[C@H](C)[C@H](CN(C)C(=O)Nc2cccc4ccccc24)O3)cc1 | -0.1 |
| CN1C(=O)c2cc(NS(C)(=O)=O)ccc2OC[C@H]2O[C@H](CC(=O)N3CCOCC3)CC[C@H]21 | -0.5 |
| COc1ccc(-c2ccc3c(c2)O[C@@H](CN(C)C(=O)Nc2ccccc2F)[C@H](C)CN([C@H](C)CO)S3(=O)=O)cc1 | 0.9 |
| CC(C)(O)c1cn([C@H]2C[C@@H]3O[C@@H](CO)CC[C@@H]3O[C@@H]2CCc2ccc(-c3ccncc3)cc2)nn1 | 0.1 |
| O=C([C@@H]1[C@@H](CO)[C@@H]2Cn3c(cccc3=O)[C@@H]2N1C(=O)CC1CC1)N1CCc2ccccc2C1 | 1.0 |
| C[C@H](NC(=O)C[C@H]1CC[C@H](NC(=O)Cc2ccccn2)[C@@H](CO)O1)c1ccccc1 | 0.7 |
| COc1ccc(NC(=O)Nc2ccc3c(c2)CC(=O)N([C@@H](C)CO)C[C@H](C)[C@@H](CN(C)C(=O)NC2CCCCC2)O3)cc1 | -0.3 |
| O=S(=O)(NC1CCN(Cc2ccc(OCCO)cc2)CC1)c1cc(C(F)(F)F)ccc1Cl | -3.1 |
| Cc1cccc(-c2ccc(C3[C@@H]4CN(C(=O)C5CCOCC5)C[C@H]3N4)cc2)c1 (some centres undefined) | 0.2 |

Exported as labelled records: 3 of the compounds above.
CC(C)NC(=O)N[C@H]1CC[C@@H](CCNC(=O)C2CCC2)O[C@@H]1CO
  TcdB inh = -0.2

N#Cc1ccc(-c2ccc([C@H]3[C@H]4CN(C(=O)C5CCCCC5)CC(=O)N4[C@H]3CO)cc2)cc1
  TcdB inh = 1.5

C[C@H]1CN([C@@H](C)CO)C(=O)c2cc(NC(=O)CCN3CCOCC3)ccc2O[C@H]1CN(C)Cc1ccccc1
  TcdB inh = -1.0

The list goes on:
| smiles | TcdB inh |
| --- | --- |
| O=C(C[C@H]1C[C@H]2c3cc(NC(=O)C4CCOCC4)ccc3O[C@H]2[C@H](CO)O1)NCCc1ccccc1 | 0.5 |
| COc1ccc2c3c([nH]c2c1)[C@@H](CO)N(CC1CCOCC1)CC31CN(C(=O)C2CCOCC2)C1 | -0.7 |
| COc1ccc(CN(C)C[C@@H]2OCCCC[C@@H](C)Oc3ccc(NC(=O)c4ccccc4)cc3C(=O)N([C@H](C)CO)C[C@H]2C)cc1 | 0.8 |
| COc1ccc(NC(=O)Nc2ccc3c(c2)C(=O)N([C@H](C)CO)C[C@@H](C)[C@H](CN(C)C(=O)Nc2ccc(C(F)(F)F)cc2)O3)cc1 | 0.3 |
| C[C@@H]1CN([C@@H](C)CO)C(=O)c2cc(C#CCN(C)C)cnc2O[C@H]1CN(C)Cc1ccncc1 | 0.3 |
| C[C@@H]1CN([C@@H](C)CO)C(=O)c2cc(NS(=O)(=O)c3ccccc3)ccc2O[C@H]1CN(C)C(=O)Nc1ccc2c(c1)OCO2 | -4.7 |
| C[C@@H]1CN([C@@H](C)CO)S(=O)(=O)c2ccc(C3=CCCC3)cc2O[C@H]1CN(C)C(=O)C1CCC1 | -0.1 |
| O=C(Nc1nccs1)[C@H]1[C@H](CO)[C@H]2Cn3c(ccc(-c4cccnc4)c3=O)[C@H]2N1CC1CCCC1 | 0.8 |
| C[C@@H]1CCCCO[C@@H](CN(C)C(=O)Cc2ccccc2)[C@@H](C)CN([C@@H](C)CO)C(=O)c2cc(NC(=O)Nc3ccc4c(c3)OCO4)ccc2O1 | -1.5 |
| CCCNC(=O)C[C@H]1CC[C@H]2[C@H](COc3ccc(NC(=O)NCCC)cc3C(=O)N2C)O1 | -0.8 |
| COc1ccc(S(=O)(=O)N(C)C[C@@H]2OCCCC[C@H](C)Oc3ccc(NS(=O)(=O)c4ccccc4)cc3C(=O)N([C@@H](C)CO)C[C@H]2C)cc1 | 0.7 |
| O=C(Nc1ccc2c(c1)OCO2)N[C@H]1CC[C@@H](CCNC(=O)C2CC2)O[C@@H]1CO | 0.6 |
| C[C@H]1CN([C@@H](C)CO)S(=O)(=O)c2ccc(-c3ccncc3)cc2O[C@@H]1CN(C)C(=O)c1ccc2c(c1)OCO2 | 0.8 |
| CN(C[C@@H]1N[C@@H](CO)[C@@H]1c1ccc(C2=CCCC2)cc1)S(C)(=O)=O | -0.7 |
| N#C[C@@H]1[C@@H](c2ccccc2C2=CCCCC2)[C@H](CO)N1C(=O)c1cccc(F)c1 | -0.5 |

(further entries)
| smiles | TcdB inh |
| --- | --- |
| O=C(Nc1cc(F)ccc1F)N[C@@H]1CC[C@@H](CC(=O)N2CCc3ccccc3C2)O[C@H]1CO | -1.4 |
| C[C@H](CO)N1C[C@H](C)[C@H](CN(C)C(=O)NC2CCCCC2)Oc2ccc(NC(=O)C3CCCCC3)cc2C1=O | 0.3 |
| C[C@H]1CCCCO[C@H](CN(C)S(=O)(=O)c2ccccc2)[C@@H](C)CN([C@@H](C)CO)C(=O)c2cc(NS(=O)(=O)c3ccccc3)ccc2O1 | -0.3 |
| CCS(=O)(=O)Nc1ccc2c(c1)C(=O)N(C)[C@H]1CC[C@H](CC(=O)N3CCN(C)CC3)O[C@@H]1CO2 | -0.6 |
| C/C=C/c1ccc2c(c1)O[C@@H](CN(C)C(=O)c1ccccn1)[C@@H](C)CN([C@H](C)CO)S2(=O)=O | 1.3 |
| C[C@@H]1CN([C@@H](C)CO)C(=O)c2cccc(NC(=O)c3cnccn3)c2O[C@@H]1CN(C)CC1CC1 | 0.9 |
| COCCNC(=O)[C@@H]1[C@@H](CO)[C@@H]2Cn3c(ccc(C4=CCCCC4)c3=O)[C@H]1N2C(=O)C1CC1 | -0.4 |
| CCC(=O)Nc1ccc2c(c1)OC[C@H](C)N(C(=O)Cc1cccnc1)C[C@H](C)[C@H](OC)CN(C)C2=O | -1.6 |
| COc1ccc(CN(C)C[C@H]2Oc3ccc(NC(=O)CCC(F)(F)F)cc3C(=O)N([C@@H](C)CO)C[C@H]2C)cc1 | -1.7 |

A portion of the library; count on the stated rates, not on these rows.
